RXFP1 antag = antagonists of human relaxin receptor RXFP1; HEK293-RXFP1, relaxin-stimulated cAMP HTRF, 30 min; stronger effect = lower value; activity change, negative = inhibition, % at 57.5 µM; Q9HBX9; hit rate 0.59% among 350,000;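 active means activity change of -60% or lower, but not beyond a set lower limit; inconclusive means change between -60% and -40%, or beyond the set limit; inactive means change above -40%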
Target sequence (Q9HBX9 whole entry, looked up): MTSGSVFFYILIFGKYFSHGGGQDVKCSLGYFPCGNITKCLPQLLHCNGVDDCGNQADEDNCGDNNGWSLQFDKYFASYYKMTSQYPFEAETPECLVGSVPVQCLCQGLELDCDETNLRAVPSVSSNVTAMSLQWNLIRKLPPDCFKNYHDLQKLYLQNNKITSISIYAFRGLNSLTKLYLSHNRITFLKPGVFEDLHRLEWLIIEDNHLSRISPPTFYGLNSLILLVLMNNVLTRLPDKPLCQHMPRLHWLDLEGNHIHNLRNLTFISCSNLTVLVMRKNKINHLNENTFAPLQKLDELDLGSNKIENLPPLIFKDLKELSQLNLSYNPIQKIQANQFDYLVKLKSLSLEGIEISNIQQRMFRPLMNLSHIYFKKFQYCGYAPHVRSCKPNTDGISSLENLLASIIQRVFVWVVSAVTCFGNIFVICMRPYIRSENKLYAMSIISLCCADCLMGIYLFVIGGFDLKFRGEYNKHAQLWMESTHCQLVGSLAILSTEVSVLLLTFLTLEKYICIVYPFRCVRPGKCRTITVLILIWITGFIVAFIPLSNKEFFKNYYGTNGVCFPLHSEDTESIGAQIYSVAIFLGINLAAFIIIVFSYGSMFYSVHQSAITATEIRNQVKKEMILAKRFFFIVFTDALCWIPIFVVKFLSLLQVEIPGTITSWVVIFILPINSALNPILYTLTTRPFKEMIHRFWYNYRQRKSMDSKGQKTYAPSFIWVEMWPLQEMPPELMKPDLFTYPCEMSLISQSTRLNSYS
* hit, by the source's call; ? = inconclusive. On the % scale 0 is the no-effect control and ±100 the full control effect.

entry	RXFP1 antag	molecule
1	?	O=C(CSc1ccccc1)N1CCN(c2ccc(F)cc2)CC1
2	-6	CCCCN(Cc1ccccc1)S(=O)(=O)c1cc2c(cc1Br)CC(C)N2C(C)=O (stereo not drawn)
3	-8	O=C(Cc1ccc([N+](=O)[O-])cc1)c1ccccc1
4	-3	Cc1ccccc1-c1nnc(-c2cccc3ccccc23)o1
5	5	Cc1cc(NC(=O)COc2ccc3ccccc3c2Br)no1
6	1	COC(=O)c1ccccc1N=NNc1ccc([N+](=O)[O-])cc1
7	2	CC1CCN(C(=O)CSc2nnc(-c3ccco3)n2N)CC1
8	-8	O=C(c1cccc(S(=O)(=O)NCc2ccccc2)c1)N1CCN(c2ccccc2)CC1
9	2	COc1ccc(C(=O)N2CCc3ccccc3C2)cc1S(=O)(=O)N1CCCC1
10	-12	O=C(Nc1ccc(N2CCOCC2)c(S(=O)(=O)Nc2ccccc2Cl)c1)c1ccc(F)cc1
11	-9	O=C(CN1C(=O)/C(=C2/SC(=S)N(CCS(=O)(=O)O)C2=O)c2ccccc21)Nc1cccc(C(F)(F)F)c1
12	4	C=CCN(C(=O)CSc1nc2ccsc2c(=O)n1Cc1ccc(C(=O)O)cc1)c1ccccc1
13	3	O=C(NCCNc1ccc([N+](=O)[O-])cc1)c1cc(F)c(F)cc1Cl
14	2	CCCCCCn1c(=O)n2n(c1=O)[C@@H]1CN(S(=O)(=O)c3ccc(C)cc3)C[C@]1(O)[C@@H](OC(=O)NCc1ccco1)C2
15	-2	O=C(c1ccc(CS(=O)c2ccccc2Cl)o1)N1CCN(C2CCCCC2)CC1 (stereo not drawn)
16	29	CCCCSc1n[nH]c(=S)c2nc[nH]c12
17	-1	CC1CN(CCc2ccccc2)C(C)C/C1=N/O (stereo not drawn)
18	-3	COc1ccc(OC(=O)OCc2ccccc2)cc1
19	2	COc1ccc(CCNC(=O)COC(=O)/C=C/c2ccc3c(c2)OCO3)cc1OC
20	-38	O=C(OC12CC3CC(CC(C3)C1)C2)c1ccc(NCc2cc(O)ccc2O)cc1
21	0	COc1cc(C(=O)N(Cc2ccccc2)c2cccc(C)c2)ccc1OCC(=O)N1CCOCC1
22	2	O=C(O)c1ccc([N+](=O)[O-])cc1
23	12	COc1ccc([C@H]2C[C@@H](n3cc(C4CC4)nn3)[C@H](O)CN2C(=O)c2cccs2)cc1
24	5	CC1CCN(c2nc3c(c(=O)[nH]c(=O)n3C)n2CCSc2ncccn2)CC1
25	-36	Oc1ccccc1C=NNC(=S)NN=Cc1ccccc1O

(list continues)
entry	RXFP1 antag	molecule
26	13	CC(=O)N(C(C)=O)c1cccc(N(Cc2ccccc2)Cc2ccccc2)c1
27	-1	Cn1c(SCc2ccccc2)nc(N)c(N=O)c1=O
28	-1	COc1ccccc1N1CC(C(=O)OC(C)C(=O)Nc2ccc(F)cc2)CC1=O (stereo not drawn)
29	0	O=C(Cn1cc(C(F)(F)F)ccc1=O)Nc1ccc2c(c1)OCO2
30	?	CCc1cc2cc(OC)c(OC)cc2c(Cc2ccccc2)n1
31	-9	CSc1ccc(Cl)c(C(=O)Nc2cc(S(=O)(=O)N3CCOCC3)ccc2N2CCOCC2)c1
32	0	Cc1ccc([C@H]2C[C@H](n3cc(COC(=O)c4ccccc4)nn3)[C@@H](O)CN2CC2CCCCC2)cc1
33	2	Cc1ccc(S(=O)(=O)N2CCN(c3ncccn3)CC2)cc1C
34	1	Cn1c(SCC(=O)N2CCCC2)nc2c(c1=O)SCC2
35	-2	C[C@@H]1CN([C@@H](C)CO)S(=O)(=O)c2ccc(Br)cc2O[C@@H]1CN(C)C(=O)C1CC1
36	-26	Cc1cccc(NC(=O)c2ccc(OCc3c(C)noc3C)cc2)c1C
37	-2	OC(CCN1CC2CCC(CC2)C1)(Cc1ccccc1)c1ccco1 (stereo not drawn)
38	-4	COc1ccccc1C(CNC(=O)C(CCSC)NC(=O)c1ccccc1Cl)N1CCCC1 (stereo not drawn)
39	-2	CCCC#Cc1cnc2c(c1)C(=O)N([C@H](C)CO)C[C@@H](C)[C@H](CN(C)S(=O)(=O)c1cccc(OC)c1)O2
40	-3	CCOC(=O)C1=C(COC(=O)C2CC(=O)N(c3ccccc3CC)C2)NC(=O)NC1C (stereo not drawn)
41	7	CC1Cc2ccccc2N1C(=O)Cn1cc(C(F)(F)F)ccc1=O (stereo not drawn)
42	0	CCCCC(=O)Nc1cc(OC)c(NC(=S)Nc2ccc(OC)cc2)cc1OC
43	-63*	O=C(NNc1nc(N2CCCC2)nc(N2CCCC2)n1)c1ccccc1
44	-3	Cc1nnc(SC(C)C(=O)c2c[nH]c3ccccc23)n1C1CC1 (stereo not drawn)
45	-7	Cc1c(Cl)cccc1NC(=O)CSc1nnnn1C
46	-10	CCOC(=O)C1=C(COC(=O)[C@@H](NC(=O)c2cccc(C)c2)C(C)C)NC(=O)NC1C (stereo partly drawn)
47	8	O=C(CN1C(=O)NC2(CCc3ccccc32)C1=O)Nc1c(Cl)cccc1Cl (stereo not drawn)
48	2	Cc1ccccc1C(=O)N(C)[C@H]1C[C@H]2c3[nH]c4ccccc4c3CCN2C(=O)[C@H]1[C@H](C)O
49	-17	CC1CCCCN1CCCOC(=O)c1ccc(OC2CCCCC2)cc1 (stereo not drawn)
50	10	C[C@@H]1CN([C@@H](C)CO)C(=O)CCCn2nncc2CO[C@H]1CN(C)C(=O)c1cc(-c2ccccc2)on1

Other compounds follow.
entry	RXFP1 antag	molecule
51	6	Cc1ncc(C(=O)Nc2ccccc2)[nH]1
52	5	CC1C(c2ccccc2)OCCN1C=NC#N (stereo not drawn)
53	6	CCN(CC(=O)Nc1cc(Cl)ccc1C)C(=O)C1CCN(c2ncnc3sc(C)c(C)c23)CC1
54	-3	Cc1cc(=O)c(C(=O)Nc2ccc(N3CCOCC3)cc2N2CCOCC2)nn1-c1ccccc1Cl
55	-10	CN(C(=O)COC(=O)Cn1cnc2ccccc21)C1CCCCC1
56	-4	COc1cccc(CNC[C@H]2O[C@@H](n3ccc(N)nc3=O)[C@H](O)[C@@H]2O)c1OCc1ccc(F)cc1Cl
57	-6	O=C(OCC(=O)N1CCCCC1)c1cc(=O)[nH]c2ccccc12
58	1	COC(=O)c1cc(NC(=O)CC(=O)c2cccc(N)c2)cc(C(=O)OC)c1
59	-3	COc1ccc(NS(=O)(=O)c2ccc(C(=O)Nc3c(C)n(C)n(-c4ccccc4)c3=O)cc2)cc1
60	-15	O=C(NC1CC1)c1cc(=S)[nH]c2ccccc12
61	3	COc1ccc(NC(=O)CSc2nnnn2-c2cccc(OC)c2)cc1
62	-2	COc1ccc(C(CNC(=O)c2cccc(S(=O)(=O)N3CCCc4ccccc43)c2)N(C)C)cc1 (stereo not drawn)
63	-11	COc1cccc(C(=O)NNC(=O)c2ccc3ccccc3c2O)c1
64	-16	CC/C(=C\c1ccc(N(C)C)cc1)c1ccncc1
65	-2	COc1cc(C(=O)NCC(=O)N2CCN(S(=O)(=O)c3ccccc3C(F)(F)F)CC2)cc(OC)c1OC
66	0	O=C(CCC1CCCC1)NNC(=O)COc1ccc(Br)cc1
67	3	CC1CCCC(NC(=O)CSc2n[nH]c(N)n2)C1C (stereo not drawn)
68	5	Cn1cnnc1SCC(=O)NNC(=O)c1ccc([N+](=O)[O-])cc1
69	-1	COc1cc(/C=N/NC(=O)c2nnn(-c3nonc3N)c2C)ccc1OCc1ccc(Cl)cc1
70	-6	CN1N=C(N)c2cn(C3OC(COP(=O)(O)O)C(O)C3O)c3ncnc1c23 (stereo not drawn)
71	-10	CCC1(c2ccc(F)cc2)NC(=O)N(CC(=O)Nc2cccc(S(=O)(=O)N3CCCC3)c2)C1=O (stereo not drawn)
72	-3	CC(OC(=O)C1=COCCO1)C(=O)c1ccc(Br)cc1 (stereo not drawn)
73	-1	CN(C)C(CNC(=O)c1cc2ccccc2o1)c1ccco1 (stereo not drawn)
74	-6	O=c1[nH]c2ccc([N+](=O)[O-])cc2[nH]1
75	1	O=C(COC(=O)c1ccc(S(=O)(=O)N2CCCC2)cc1)Nc1ccccc1Cl

(list continues)
entry	RXFP1 antag	molecule
76	-14	Cn1cccc1C(=O)OCC(=O)c1ccc(Br)s1
77	2	COc1ccccc1NC(=O)N(C)C[C@H]1OCc2cnnn2CCCC(=O)N([C@H](C)CO)C[C@H]1C
78	3	Cc1ccc(S(=O)(=O)N2CC3(O)CN(C(=O)OC(C)C)N(C(=O)OC(C)C)CC3(OC(=O)NCc3ccccc3)C2)cc1 (stereo not drawn)
79	-1	CCc1ccc(OCC(=O)OCC(=O)NC2CCCC(C)C2C)cc1 (stereo not drawn)
80	-4	Cc1csc(=O)n1CCC(=O)N(C)Cc1c(F)cccc1Cl
81	6	CSCCC1NC(=O)N(CC(=O)Nc2ccc3c(c2)OCCO3)C1=O (stereo not drawn)
82	2	CC(C)CCN1CCC[C@]2(N[C@H](c3ccccc3)[C@@H]3C(=O)N(Cc4ccccc4)C(=O)[C@@H]32)C1=O
83	-9	CCCn1nc(C(=O)OCC(=O)Nc2ccc(C)cc2)c2ccccc2c1=O
84	4	COc1ccccc1C(=O)NC(=O)CSc1nnnn1C
85	2	COc1cc(S(=O)(=O)N2CCOCC2)cc(C(=O)NCC(c2cccs2)N2CCOCC2)c1OC (stereo not drawn)
86	0	CN(C(=O)COC(=O)c1ccc2c(c1)OCO2)C1CCCCC1
87	-6	COc1ccc(-c2csc(N(CCCN(C)C)C(=O)c3ccc(OC)c(OC)c3)n2)cc1
88	3	Cc1ccc(Cc2c(-c3ccccc3)nc3ccc(Br)cn23)cc1
89	5	C[C@@H]1CN([C@H](C)CO)C(=O)CCCn2cc(nn2)CO[C@H]1CN(C)C(=O)Nc1ccc2c(c1)OCO2
90	4	CCOC(=O)N(C)C[C@@H]1OCc2cnnn2CCCC(=O)N([C@H](C)CO)C[C@@H]1C
91	-2	O=C(O)Cn1ccnc1[N+](=O)[O-]
92	-14	CC(=O)Oc1cc2c(s1)CCN(C(C(=O)C1CC1)c1ccccc1F)C2 (stereo not drawn)
93	5	O=C(CSc1nnc(C2CC2)n1-c1ccccc1)NC1CCS(=O)(=O)C1 (stereo not drawn)
94	4	O=C(COC(=O)c1cc[n+]([O-])cc1)Nc1cccc(F)c1
95	-2	O=C(O)C1C2CCC(C2)C1C(=O)Nc1ccccc1 (stereo not drawn)
96	-3	O=C(O)CCC1(C(=O)O)CCC(=O)c2ccccc21 (stereo not drawn)
97	2	Cc1cccc(NC(=O)[C@@H]2CCCN2S(=O)(=O)c2ccc(Cl)cc2)c1
98	2	C#CCN(C[C@@H]1[C@@H](OC(=O)Nc2c(C)noc2C)[C@@H](OC(=O)Nc2c(C)noc2C)Cn2c(=O)n(CCCCCC)c(=O)n21)S(=O)(=O)c1ccc(C)cc1
99	0	Cc1nn(C)c2c1NC(=O)CS2
100	-1	CCCCN(C(=O)C1CCN(C(=O)c2ccccc2C)CC1)c1c(N)n(CC(C)C)c(=O)[nH]c1=O

In a second layout: entries from further up
nr | smiles | RXFP1 antag
80 | Cc1csc(=O)n1CCC(=O)N(C)Cc1c(F)cccc1Cl | -4
81 | CSCCC1NC(=O)N(CC(=O)Nc2ccc3c(c2)OCCO3)C1=O (stereo not drawn) | 6

(continued)
entry	RXFP1 antag	molecule
101	-5	Oc1c(Cl)cc(Cl)c(Cl)c1CN1CCOCC1
102	-4	COc1ccc([C@H]2CN(CCc3ccccc3)C(=O)[C@@H]2CC(=O)Nc2ccccc2)cc1
103	-21	S=C(Nc1ccccc1)N1CCN(c2ccccc2)CC1
104	-2	Nc1ccc(Cc2ccc([N+](=O)[O-])cc2)cc1
105	-2	Cc1c(Cc2ccccc2)sc(NC(=O)Cc2ccccc2)c1C(N)=O
106	-1	CN(C)c1ncnc2c1ccn2C1OC(CO)C(O)C1O (stereo not drawn)
107	4	Cc1ccc(-c2nnnn2-c2ccccc2C(=O)O)cc1
108	-8	CC1(NCc2ccc(Cl)cc2)COP(=O)(NCc2ccccc2)OC1 (stereo not drawn)
109	-33	CC(C)(C)N(Cc1ccccc1)C(=O)COC(=O)C1CCCCC1
110	-13	O=C(C1CCCCC1)N1CCC(c2nc3c(nnn3Cc3ccccc3Cl)c(=O)[nH]2)CC1
111	7	O=C1NC(Cc2ccccc2)C(=O)N1Cc1ccccc1 (stereo not drawn)
112	-11	CC(NC(=O)CCC(=O)Nc1ccccc1O)c1ccccc1 (stereo not drawn)
113	-8	COc1ccc(Cl)cc1NC(=O)CN(C)C(=O)Cn1cnnn1
114	-8	O=C(CN1C(=O)CSc2ccc(S(=O)(=O)N3CCCCCC3)cc21)NCCc1ccccc1
115	-76*	NC(=S)NN=Cc1nccc2ccccc12
116	-1	COc1cc(CCC(=O)Nc2cc(S(=O)(=O)N3CCOCC3)ccc2OC(C)C)cc(OC)c1OC
117	8	O=C(OCC(=O)c1ccc(Br)s1)c1ccc(O)cc1
118	-20	O=C(CN(c1cccc(Br)c1)S(=O)(=O)c1ccccc1)N/N=C/c1cc([N+](=O)[O-])ccc1O

Of the compounds above, these have an aryl thioether with sulfur outside any ring:
entry	RXFP1 antag	molecule
1	?	O=C(CSc1ccccc1)N1CCN(c2ccc(F)cc2)CC1
7	2	CC1CCN(C(=O)CSc2nnc(-c3ccco3)n2N)CC1
12	4	C=CCN(C(=O)CSc1nc2ccsc2c(=O)n1Cc1ccc(C(=O)O)cc1)c1ccccc1
16	29	CCCCSc1n[nH]c(=S)c2nc[nH]c12
24	5	CC1CCN(c2nc3c(c(=O)[nH]c(=O)n3C)n2CCSc2ncccn2)CC1
27	-1	Cn1c(SCc2ccccc2)nc(N)c(N=O)c1=O
31	-9	CSc1ccc(Cl)c(C(=O)Nc2cc(S(=O)(=O)N3CCOCC3)ccc2N2CCOCC2)c1
34	1	Cn1c(SCC(=O)N2CCCC2)nc2c(c1=O)SCC2
44	-3	Cc1nnc(SC(C)C(=O)c2c[nH]c3ccccc23)n1C1CC1 (stereo not drawn)
45	-7	Cc1c(Cl)cccc1NC(=O)CSc1nnnn1C
61	3	COc1ccc(NC(=O)CSc2nnnn2-c2cccc(OC)c2)cc1
67	3	CC1CCCC(NC(=O)CSc2n[nH]c(N)n2)C1C (stereo not drawn)
68	5	Cn1cnnc1SCC(=O)NNC(=O)c1ccc([N+](=O)[O-])cc1
84	4	COc1ccccc1C(=O)NC(=O)CSc1nnnn1C
93	5	O=C(CSc1nnc(C2CC2)n1-c1ccccc1)NC1CCS(=O)(=O)C1 (stereo not drawn)

High-throughput results from PubChem BioAssay.

Only part of the results is shown (hit frequency here may not be typical).
